Screening data (PubChem BioAssay)
Tb PFK block: qHTS Assay to Find Inhibitors of T. brucei phosphofructokinase | ATP-dependent 6-phosphofructokinase (Trypanosoma brucei brucei), O15648 | T. brucei PFK, ADP-Glo luminescence | Potency, µM (series often up to 57.5 µM), for the others: top-dose activity, negative = inhibition, hits mostly inhibitors | actives 0.17% (n = 330,000) | AID 485367, 2010;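 also: potency is read from the fitted curve at half-maximal effect; 0% = uninhibited 1x PFK enzyme wells and -100% = no-enzyme wells; nearly all actives have a fitted effect of over 60% in size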
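Activity is normalized to no-enzyme wells (full inhibition) and 1.25 nM enzyme wells (no inhibition). Reaction: 0.5 mM F6P, 0.1 mM ATP, 45 min RT, ADP-Glo luminescence; concentration-response curves fitted and classed by quality.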
Gal4-VP16 FLuc: VP16 counterscreen qHTS for inhibitors of ROR gamma transcriptional activity | Drosophila S2 Gal4-VP16 UAS-luciferase, luminescence, 20 h | Potency, µM (highest dose often 53.6 µM), without a hit: at the top dose activity, negative = inhibition, most hits filed as inhibitors | actives 3.5% (n = 310,000) | AID 2546, 2010;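 also: Gal4-VP16 expression switched on by copper sulfate through the metallothionein promoter; potency is read from the fitted curve at half-maximal effect; % is scaled to controls: 0 for no effect and ±100 for the full control effect; nearly all actives have a fitted effect of over 50% in size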
TRPV1 agonist: HTS Assay for Compounds that Act as Agonists of the Vanilloid Receptor 1 | Transient receptor potential cation channel subfamily V member 1 (Homo sapiens), Q8NER1 | TRPV1-expressing cells, Fluo-8 calcium influx, agonist mode | activation, % at 8.33 µM | actives 0.19% (n = 320,000); in the data active = activation above about 80%; inconclusive = between about 30% and that limit; also: 0% is about no effect
Target sequence (Q8NER1 whole entry, looked up): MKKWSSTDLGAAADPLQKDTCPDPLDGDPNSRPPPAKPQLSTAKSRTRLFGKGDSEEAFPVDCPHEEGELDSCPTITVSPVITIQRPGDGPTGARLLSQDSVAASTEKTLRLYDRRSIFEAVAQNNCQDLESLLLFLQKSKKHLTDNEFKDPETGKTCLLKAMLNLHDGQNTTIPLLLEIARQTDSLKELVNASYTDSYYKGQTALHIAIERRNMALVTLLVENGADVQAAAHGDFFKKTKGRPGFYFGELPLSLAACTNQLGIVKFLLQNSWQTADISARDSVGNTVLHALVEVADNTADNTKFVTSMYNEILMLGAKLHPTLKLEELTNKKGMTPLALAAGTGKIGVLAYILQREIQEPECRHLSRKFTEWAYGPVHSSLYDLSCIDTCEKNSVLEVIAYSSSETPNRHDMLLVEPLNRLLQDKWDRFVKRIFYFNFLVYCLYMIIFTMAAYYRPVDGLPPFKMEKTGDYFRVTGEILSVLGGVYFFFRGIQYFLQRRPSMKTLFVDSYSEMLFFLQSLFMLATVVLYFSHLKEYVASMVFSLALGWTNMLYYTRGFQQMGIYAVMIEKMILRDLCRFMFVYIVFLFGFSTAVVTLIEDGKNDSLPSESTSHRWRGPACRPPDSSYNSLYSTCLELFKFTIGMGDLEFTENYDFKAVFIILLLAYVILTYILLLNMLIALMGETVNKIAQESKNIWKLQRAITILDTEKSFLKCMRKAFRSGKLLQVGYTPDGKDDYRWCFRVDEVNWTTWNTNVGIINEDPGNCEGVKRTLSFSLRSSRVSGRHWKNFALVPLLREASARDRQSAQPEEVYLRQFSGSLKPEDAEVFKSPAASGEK
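TRPV1-expressing cells were cultured overnight at 35.5C and loaded with Fluo-8 calcium dye for 40 to 90 min at room temperature. After a 10 s baseline, compound was added and calcium influx was read kinetically for 3 min (ex 480/em 520 nm).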
ELG1 repair inh: qHTS screen for small molecules that inhibit ELG1-dependent DNA repair in human embryonic kidney (HEK293T) cells expressing luciferase-tagged ELG1; HEK293T ELG1-luciferase reporter, luminescence, 16 h; DNA damage induced by 5-fluorouridine; Potency, µM (series often up to 46.1 µM), without a hit: top-dose activity change, negative = inhibition, most hits filed as inhibitors; actives 2.3% (n = 330,000); AID 504467, 2011; also: potency is read from the fitted curve at half-maximal effect; % is scaled to controls: 0 for no effect and ±100 for the full control effect; nearly all actives have a fitted effect of over 55% in size
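In this reporter screen, reduction of luminescence relative to DMSO vehicle indicated activity. Compounds and 5-fluorouridine were added together to 2,000 cells per well, incubated for 16 hr at 37 °C, then developed with ONE-Glo.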
FLuc counter: qHTS profiling assay for firefly luciferase inhibitor/activator using purifed enzyme and Km concentrations of substrates (counterscreen for miR-21 project). Luciferin 4-monooxygenase (Photinus pyralis), P08659. purified FLuc, Km substrates, luminescence inhibition. Potency, µM (doses to about 57.5 µM), for the others: top-dose activity change, negative = inhibition, most hits filed as inhibitors. actives 6.9% (n = 360,000);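 also: potency is read from the fitted curve at half-maximal effect; plate controls were vehicle for no effect and reference inhibitor for full effect; nearly all actives have a fitted effect of over 55% in size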
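Biochemical qHTS of compounds, final roughly 60 µM downward over six points, against 10 nM purified firefly luciferase using Km concentrations of substrates (10 uM D-luciferin, 10 uM ATP) in Tris acetate pH 7.5 buffer; luminescence output.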
NPC1 prom act: qHTS Assay for NPC1 Promoter Activators. Huh7 NPC1 promoter luciferase reporter, 24 h. Potency, µM (top dose mostly 9.22 µM), inactives show at the top dose activation, hits mostly activators. actives 2.4% (n = 320,000). AID 485313, 2010;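 also: potency is read from the fitted curve at half-maximal effect; % of control where 0% means no effect; nearly all actives have a fitted effect of over 60% in size; reporter is driven by a mutant NPC1 promoter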
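Quantitative HTS used a cell-based reporter: Huh7 cells stably bearing the NPC1 promoter upstream of luciferase were treated with compounds for 24 h, and promoter activation was read as luminescence.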
ELG1 genotox: qHTS screen for small molecules that induce genotoxicity in human embryonic kidney (HEK293T) cells expressing luciferase-tagged ELG1; HEK293T ELG1-luciferase reporter, luminescence, 16 h; Potency, µM (highest dose often 46 µM), without a hit: at the top dose activity change, positive = activation, actives largely listed as activators; actives 1.3% (n = 330,000); also: potency is read from the fitted curve at half-maximal effect; % of control where 0% means no effect; nearly all actives have a fitted effect of over 60% in size
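DMSO vehicle served as control against compound-treated ELG1-luciferase HEK293T cells; exposure lasted 16 hr at 37 °C and 5% CO2, followed by ONE-Glo luminescence detection after 30 min.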
BRCA1 expr up: qHTS Assay to Identify Small Molecule Activators of BRCA1 Expression | MCF7-BRCA1-FFLuc reporter, luminescence, 48 h; response scale: scaled: vehicle 0%, 10 µM genistein 100% | Potency, µM (doses to about 46.1 µM), for the others: top-dose activation, hits mostly activators | actives 1.1% (n = 380,000); also: potency is read from the fitted curve at half-maximal effect; nearly all actives have a fitted effect of over 80% in size; some results filed as inactive show a strong effect at the top dose
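Using MCF7 cells harboring a BRCA1 firefly luciferase reporter, plated 2 h before compound pinning, the screen measured luminescence after 48 h incubation. Responses were normalized to DMSO and 10 microM genistein, then fitted for concentration-effect.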
Rab9 prom act: qHTS Assay for Rab9 Promoter Activators; Huh7 Rab9 promoter-luciferase reporter, luminescence, 24 h; Potency, µM (titrated, usually from 9.22 µM), without a hit: at the highest dose activation, negative = inhibition, actives largely listed as activators; actives 2.8% (n = 320,000); AID 485297, 2010; also: potency is read from the fitted curve at half-maximal effect; % of control where 0% means no effect; nearly all actives have a fitted effect of over 60% in size
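Measured in stably transfected Huh7 cells bearing a Rab9 promoter–luciferase construct: 24 h compound treatment at 37 °C, followed by luminescence detection.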
RORg inh: qHTS for inhibitors of ROR gamma transcriptional activity; Potency, µM (highest dose often 53.6 µM), for the others: at the top dose activity change, negative = inhibition, usual class: inhibitors; actives 5.4% (n = 310,000); Nuclear receptor ROR-gamma (Mus musculus), P51450; Drosophila S2 Gal4-RORgamma UAS-luciferase reporter, 20 h; also: potency is read from the fitted curve at half-maximal effect; % is scaled to controls: 0 for no effect and ±100 for the full control effect; nearly all actives have a fitted effect of over 60% in size
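Using a luciferase readout, inhibitors were identified by reduced reporter activity in Drosophila cells coexpressing a copper-inducible Gal4–ROR gamma fusion and UAS-driven Photinus luciferase, incubated 20 hr after 700 uM copper sulfate.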
p53 reactivator: qHTS assay for re-activators of p53 using a Luc reporter; actives 0.063% (n = 320,000); H1299 p53-A138V BP100-luciferase reporter, luminescence, 24 h; Potency, µM (titrated, usually from 92.2 µM), for inactives: at the top dose activity change, positive = activation, actives largely listed as activators; AID 504706, 2011; also: potency is read from the fitted curve at half-maximal effect; % of control where 0% means no effect; nearly all actives have a fitted effect of over 45% in size
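H1299 (p53-null), stable ts p53-A138V + BP100-Luc; 1000 cells/well, Opti-MEM/10% FBS; cpd 4 pt, 1:5; 24 h, 37 deg C, 5% CO2; detection reagent 10 min RT; luminescence.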
Active calls of the source: *; ? = inconclusive; / = not tested or not shown; [ ] = another dose, or the depositor's remark. Unless noted, calls follow the shape of the dose curve; as a rule, active = well fitted curve in the direction sought with a large enough effect; inconclusive = small, poorly fitted or top-dose-only effect, or another doubt; inactive = no such curve, though single readings can be large; an effect the other way counts as inactive or inconclusive. Hits appear at their usual frequency; 15% or so of the library scored in one or more.

SMILES | Tb PFK block | Gal4-VP16 FLuc | TRPV1 agonist | ELG1 repair inh | FLuc counter | NPC1 prom act | ELG1 genotox | BRCA1 expr up | Rab9 prom act | RORg inh | p53 reactivator
CCOC(=O)N1C2=NC(C(=O)OC)=C(C(=O)OC)[C@@H]3N(C)c4ccccc4[C@]23C[C@H]1C(=O)OC | -1.8% | -2.8% | -3.6 | 15.2% | 2.4% | -2.0% | 6.0% | 7.1% | -8.5% | -10.8% | 1.9%
CCOC(=O)C1=C(C)OC(N)=C(C#N)C1c1cc(F)ccc1F (centres undefined) | -1.7% | 12.2% | 4.2 | ? | 0.4% | 1.5% | 5.6% | 9.9% | 1.5% | -15.9% | 6.2%
NC(=O)c1cc(Cl)ccc1OCC(=O)Nc1ccc2c(c1)OCO2 | -0.6% | / | 0.7 | ? | 0.849µM* | 1.41µM* | ? | ? | 1.26µM* | / | /
CN(C)CCCNc1ncnc2c1c(-c1ccccc1)cn2-c1ccccc1 | 0.0% | -17.3% | 5.2 | 17.2% | -3.9% | 0.1% | 1.0% | -35.8% | -9.3% | -23.7% | -0.4%
N#Cc1ccc(S(=O)(=O)Nc2ccccc2N2CCOCC2)cc1 | -7.1% | / | / | 6.2% | / | / | 0.1% | -32.5% | / | / | 8.3%
COc1cc2cnc(C3=CCCCC3)cc2cc1OC | -1.2% | / | / | ? | / | / | 2.7% | 0.1% | / | / | 5.1%
CN1CCN(NC(=O)c2cccs2)CC1 | -8.3% | -0.7% | 1.7 | 5.5% | -0.5% | 4.2% | 0.5% | -19.4% | 3.5% | -15.4% | -2.8%
CCC1CCc2sc(C(=O)N(C)CC(=O)Nc3ccc(OC)cc3)cc2C1 (centres undefined) | 18.1% | / | ? | -0.7% | ? | -1.5% | -3.6% | -21.8% | -4.9% | / | 22.3%
CCCOCc1ccc(O)c2ncccc12 | -1.2% | 3.55µM* | 0.0 | 7.3µM* | 0.7% | -44.9%[inhibitor] | -6.2% | -79.7% | -29.1% | 1.26µM* | 18.1%
Cc1nnc2n1N=C(c1ccc3c(c1)NC(=O)CO3)CS2 | -5.1% | -11.1% | -1.8 | ? | -2.3% | -1.8% | ? | -37.8% | 3.7% | 3.5% | -4.8%
Fc1ccccc1/C=N/Nc1nn[nH]n1 | 1.3% | 2.5% | -1.3 | 2.9% | 0.5% | -2.6% | 4.9% | -7.8% | 13.6% | 0.8% | -0.8%
Cc1[nH]n(C(N)=S)c(=O)c1N=Nc1ccc([N+](=O)[O-])cc1Cl | 1.6% | 3.55µM* | -1.1 | 0.2% | 9.53µM* | ? | 1.0% | 2.4% | 29.6% | 0.708µM* | 4.0%
O=C(O)CC/C(=C\c1cc([N+](=O)[O-])ccc1Cl)c1nc2ccccc2s1 | -1.1% | 2.3% | 0.7 | 2.9% | -0.4% | -3.2% | 1.3% | -30.0% | 3.3% | 3.0% | 1.2%
CN(C(=O)CSc1nnnn1C)C1(C#N)CCCCC1 | 5.3% | / | 1.1 | 16.6% | -2.4% | -3.9% | -0.8% | 4.7% | -2.0% | / | 0.4%
CC(C(=O)Nc1nc2ccccc2[nH]1)N1C(=O)C2CC=CCC2C1=O (centres undefined) | -2.1% | -6.1% | 1.3 | 3.9% | -4.0% | 11.7% | 2.1% | 0.0% | 9.5% | 10µM* | -3.9%
CN(Cc1ccccc1)CC(O)COc1ccc(CNCc2cccnc2)cc1 (centres undefined) | -0.3% | -1.2% | 1.3 | 6.9% | -1.7% | -3.4% | 0.3% | 6.4% | -1.3% | 9.0% | -0.5%
CN(C)CCNC(=O)c1cc2cc(Br)ccc2oc1=O | 1.0% | -12.7% | -1.7 | 0.2% | 2.9% | -1.3% | 0.3% | -19.1% | 4.5% | 5.6% | 3.0%
C(=N\n1cnnc1)/c1nc2ccccc2[nH]1 | 1.6% | 2.2% | 0.7 | -4.6% | 0.6% | 6.1% | -0.5% | -18.5% | 9.7% | ? | 0.1%
O=C(COc1ccc(F)cc1F)Nc1cccnc1 | -5.2% | -17.7% | -6.9 | ? | -14.9% | 9.7% | 17.1% | 5.0% | 5.1% | 10.6% | 15.8%
O=C(O)c1cc(NC(=O)c2ccc3c(c2)C(=O)N(Cc2ccccc2)C3=O)cc(C(=O)O)c1 | 0.3% | -10.6% | 7.1 | -11.1% | -0.8% | 2.0% | -12.9% | 0.8% | -4.4% | -44.5% | 0.3%
O=C(O)c1cc(N/N=C/C=C/c2ccccc2)ccc1Cl | 6.5% | 6.0% | -1.2 | ? | 7.57µM* | 0.398µM* | 9.2µM* | ? | 0.355µM* | 35.0% | -7.1%
CC(=O)c1c(-c2ccccc2)[nH]c2ccccc12 | -1.8% | 1.6% | 2.1 | -25.5% | ? | -10.3% | -14.2% | -51.4% | -0.5% | ? | 3.6%
Cn1c(SCC(=O)Nc2cc(Cl)cc(Cl)c2)nnc1-c1ccc2nonc2c1 | 0.1% | -0.1% | 2.9 | 7.0% | -2.2% | -5.7% | ? | -38.7% | -9.6% | -15.3% | -7.6%
CCN(CC)C(=O)c1ccc(C)c(Br)c1 | -7.5% | 0.2% | 3.4 | -3.4% | 0.4% | -3.7% | 3.4% | -13.7% | -8.2% | 33.7% | -3.0%
CCOC(=O)c1cc(CC)sc1NC(=O)c1ccc2c(c1)OCCO2 | -6.1% | -3.9% | 2.2 | 5.6% | 0.2%[2.3 µM] | 0.1% | 3.0% | -16.8% | 0.7% | 8.6% | 0.8%
New compounds follow:
SMILES | Tb PFK block | Gal4-VP16 FLuc | TRPV1 agonist | ELG1 repair inh | FLuc counter | NPC1 prom act | ELG1 genotox | BRCA1 expr up | Rab9 prom act | RORg inh | p53 reactivator
COc1ccc(NC(=O)CN2C(=O)CC(C)S(=O)(=O)c3ccccc32)cc1 (centres undefined) | 0.7% | -5.2% | -3.9 | ? | -0.3% | 0.3% | 4.8% | -9.5% | -0.6% | -3.5% | 6.0%
CCC(C)Nc1nc(-c2ccc3c(c2)NC(=O)CO3)cs1 (centres undefined) | 4.2% | 16.5% | -2.1 | ? | 16.9µM* | 21.0% | 11.3% | 66.4% | ? | 21.6% | ?
COc1ccc(OC)c(S(=O)(=O)N(C)CC(=O)N2CCN(c3ccccc3)CC2)c1 | 3.2% | 2.6% | -1.9 | ? | 6.2% | -0.5% | -0.2% | 0.0% | 2.3% | 34.0% | -1.9%
CC1CN(S(=O)(=O)c2cccc(C(=O)Nc3ccccc3N3CCCCC3)c2)CC(C)O1 (centres undefined) | 24.5% | / | 0.0 | -22.5% | 2.8% | 1.5% | -3.7% | -52.6% | -13.6% | / | 3.6%
OCCc1c[nH]c2ccc(OCc3ccccc3)cc12 | 0.7% | 3.0% | 3.4 | 23.0% | -2.6% | 4.5% | 8.0% | 16.1% | 11.6% | -14.7% | /
CN1CCN(CCc2nc3cc(NC(=O)COc4ccc(Cl)cc4)ccc3n2C)CC1 | -16.9% | -4.6% | 0.5 | 7.5% | 0.4% | -5.3% | -2.1% | -8.7% | -0.6% | 0.2% | 26.0%
Fc1cccc(F)c1-n1c(CN2CCCC2)csc1=S | -6.5% | -15.1% | 0.5 | -15.0% | 0.4% | -4.0% | -1.5% | -16.5% | 1.7% | -5.8% | 5.7%
Cc1nc2oc3ccc(Cl)cc3c(=O)c2cc1C(=O)O | 0.6% | ? | 0.9 | ? | 23.9µM* | ? | 15.5% | ? | ? | -16.3% | 16.0%
CCN1CCN(CC(=O)Nc2ccccc2)C(=O)C1=O | 0.0% | -3.1% | -0.2 | -2.9% | -0.8% | 1.5% | 0.2% | -4.0% | -7.8% | -6.4% | -1.2%
Cc1ccc(CNc2cc(C(=O)O)ccc2Cl)s1 | 0.6% | -3.1% | -0.7 | 2.5% | 1.6% | -1.5% | -2.7% | 0.3% | -0.7% | 6.3% | ?
O=C(c1cc(Cl)nc2ccccc12)N1CCN(S(=O)(=O)c2cccc(C(F)(F)F)c2)CC1 | 3.8% | / | -0.6 | -4.8% | -0.1% | -1.2% | -2.0% | -10.7% | -14.5% | / | 1.1%
